P. falciparum M1AAP – P. falciparum M1AAP inhibitors, biochemical, fluorogenic H-Leu-NHMec substrate, 1536-well (AID 1445); 220,000 compounds, 0.42% hits; recombinant M1AAP, H-Leu-NHMec fluorogenic kinetic assay; higher % means a stronger effect; inhibition, % at 30 µM; hits with a dose series show IC50 in µM;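 active = primary inhibition above the hit cutoff, then over 50% inhibition at one or more dose response concentrations, cut at about 23% in these data, passing the limit was not always enough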;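 also: plate controls were DMSO full reaction for no effect and no enzyme background for full effect; strong numbers were not always called active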
AID2073 – inhibitors of Mint1-CaV2.2 protein interaction, biochemical, HTRF (AID 2073); HTRF protein-protein interaction, Mint1-CaV2.2; higher % means a stronger effect; 290,000 compounds, 0.19% hits; one-dose inhibition, % at 20 µM; IC50 in µM for titrated hits; in the data active = inhibition mostly above about 51%, no sharp cut-off; also: some results filed as inactive read as strong as hits
GPR55 beta-arrestin – GPR55 agonists via beta-arrestin recruitment, primary screen, imaging, U2OS cells, beta-arrestin-GFP redistribution (AID 1961) | U2OS GPR55 beta-arrestin-GFP redistribution imaging; higher % means a stronger effect | 290,000 compounds, 0.048% hits | activation, % at 10 µM; hits with a dose series show EC50 in µM;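 active = activation above 40% with more than 50 cells counted in the well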;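 also: U2OS osteosarcoma cells stably expressing GPR55 and beta-arrestin-GFP; plate controls were DMSO negative control for no effect and LPI positive control for full effect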
Dynein transport – dynein cargo transport inhibition. 3617.4 mouse cells, GR-EGFP nuclear translocation imaging; test concentration mostly 20 µM; stimulated with dexamethasone, 1 µM; active compounds read low. 220,000 compounds, 0.47% hits. z-score, hits read low;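 active = plate z-score of nuclear minus cytoplasmic receptor signal below a set negative limit, without overly bright fluorescence or cell loss, cut at about -3.5 in these data, passing the limit was not always enough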;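 also: z-score of nuclear minus cytoplasmic ring GR-EGFP intensity difference per well; some compounds called inactive have numbers as strong as hits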
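Buffer or medium: tetracycline-free induction medium containing charcoal-stripped FBS / Reagent: dexamethasone agonist, 1.0 µM final, for 30 min / Technique: automated 10x imaging of fixed Hoechst-stained cells / Times: induction 48 h, compound 1 h, agonist 30 min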
NOD1 NF-kB reporter – NOD1 signaling inhibitors, primary screen, cell-based, luminescence, uHTS (AID 1578); NOD1-driven NF-kB luciferase reporter cells, luminescence; higher % means a stronger effect; inhibition, % at 4 µM; hits with a dose series show EC50 in µM; 290,000 compounds, 1% hits; in the data active = inhibition mostly above about 36%, no sharp cut-off; inactive = mostly below about 34%;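 also: HEK-293T reporter cells stimulated with the NOD1 agonist gamma-tri-DAP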
KOR beta-arrestin-1 – KOR agonists, beta-arrestin recruitment, primary screen, cell-based, luminescence, uHTS (AID 1777) | KOR beta-arrestin recruitment, luminescence; higher % means a stronger effect | activation, % at 10 µM, or EC50 in µM where a hit was titrated | 280,000 compounds, 0.02% hits; in the data active = activation above about 50%, passing the limit was not always enough; also: a part of the inactive calls stands beside numbers as strong as those of hits
KOR beta-arrestin-2 – KOR antagonists, beta-arrestin recruitment, cell-based, luminescence, uHTS (AID 1778) | KOR beta-arrestin recruitment, luminescence, antagonist mode; higher % means a stronger effect | inhibition, % at 10 µM, or IC50 in µM where a hit was titrated | 290,000 compounds, 0.091% hits; also: strong numbers were not always called active
M17LAP inhibition – P. falciparum M17LAP inhibitors, primary screen, biochemical, fluorogenic H-Leu-NHMec substrate, 1536-well (AID 1619) | recombinant M17LAP, H-Leu-NHMec fluorogenic kinetic assay; higher % means a stronger effect | inhibition, % at 30 µM; hits with a dose series show IC50 in µM | 220,000 compounds, 0.38% hits;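 active = compound inhibiting the enzyme by more than half at any dose during confirmatory dose-response retesting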;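 also: plate controls were full reaction with DMSO carrier for no effect and no enzyme background for full effect; strong numbers were not always called active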
NOD2 inhibition – NOD2 signaling inhibitors, cell-based, luminescence, uHTS, HEK293 (AID 1566); HEK293 NOD2/NF-kB luciferase reporter, luminescence; higher % means a stronger effect; inhibition, % at 4 µM; hits with a dose series show EC50 in µM; 290,000 compounds, 0.63% hits; also: many of its hits are not listed in these tables
Dynein transport cytoplasmic EGFP – recorded beside Dynein transport, whose call it bears; z-score; measured here: cytoplasmic GR-EGFP intensity; active compounds read high
Dynein transport nuclear GR-EGFP – further read-out of Dynein transport, marked with its call; z-score; measured here: nuclear GR-EGFP intensity;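 lower value marks the stronger effect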
Dynein transport cell count – second read-out of Dynein transport, no call of its own (marks repeat the call); z-score; measured here: cell count per field
* hit, by the source's call; / = not tested or not shown; [ ] = remark or other dose. Rule as the data show it, unless noted: active = inhibition above about 50%; inactive = the rest. This is a subset; count on the stated rates, not on these rows.

molecule,P. falciparum M1AAP,AID2073,GPR55 beta-arrestin,Dynein transport,Dynein transport cytoplasmic EGFP,Dynein transport nuclear GR-EGFP,Dynein transport cell count,NOD1 NF-kB reporter,KOR beta-arrestin-1,KOR beta-arrestin-2,M17LAP inhibition,NOD2 inhibition
O=C(COc1cccc(C(F)(F)F)c1)N1CCN(c2ccc(O)cc2)CC1,1%,-12%,0.2%,-0.6,-0.22,-0.68,0.49,-34%,4.7%,4%,26%,-82%
Cc1ccc2cc3c(NC(=O)c4cccnc4)nn(C)c3nc2c1,5%,13%,-0.3%,0.97,-0.2,0.99,-0.16,-6%,0.3%,-5%,-4%,6%
O=C(NCCn1cccn1)C1CCC(=O)N(CCc2ccc(Cl)cc2)C1 (centres undefined),/,10%,-0.2%,/,/,/,/,-22%,3.0%,-9%,/,-3%
O=C(Cc1ccccc1)N1CCC(c2ccccc2)C1 (centres undefined),5%,0%,-0.1%,0.13,-0.21,-0.2,-0.49,12%,-3.3%,-2%,4%,-23%
CC12CCC(c3c(C(=O)N4CCOCC4)nn(-c4ccccc4)c31)C2(C)C (centres undefined),13%,-1%,-0.1%,0.18,-0.31,0.37,0.89,-13%,0.3%,26%,10%,-15%
CNC(=S)N(CCc1c(C)[nH]c2ccc(Cl)cc12)Cc1cc(OC)c(OC)c(OC)c1,0%,-18%,-0.3%,-0.48,0.1,0.58,-0.32,/,1.7%,-32%,2%,/
NNC(=O)c1cc2cc(OC(F)(F)F)ccc2[nH]1,-3%,-4%,0.2%,1.4,-0.27,0.56,-1,2%,-0.5%,20%,4%,6%
O=c1nccc(Nc2ccccc2)[nH]1,-3%,8%,0.6%,0.24,-0.057,0.15,-0.27,-4%,-2.1%,13%,2%,6%
O=C(CN(C(=O)CNC(=O)c1cccs1)c1ccc(F)cc1)NC1CCCCC1,/,0%,-0.2%,/,/,/,/,-17%,-0.2%,-9%,/,-8%
Cc1ccn2c(NC3CCCCC3)c(C(C)C)nc2c1,-4%,25%,-0.4%,-1,-0.16,-1.2,0.87,-21%,6.8%,3%,-2%,-3%
Nn1c(SCC(=O)Nc2nccs2)nnc1C1CC1,/,-15%,-0.2%,/,/,/,/,1%,0.1%,-16%,/,12%
Cn1c(CC(=O)Nc2ccc(Cl)c(Cl)c2)n[nH]c1=S,5%,14%,1.0%,-1.2,-0.21,-0.68,1.6,-26%,-0.5%,-23%,24%,19%
O=C(O)c1ccc(-n2cncn2)c([N+](=O)[O-])c1,-2%,-13%,-0.1%,0.28,-0.27,0.01,0.79,-13%,1.5%,-11%,3%,-6%
CCOC(=O)Cn1nnnc1CN(Cc1ccccc1)Cc1cc2cc(CC)ccc2[nH]c1=O,4%,5%,-0.2%,0.56,-0.22,0.85,0.59,-8%,17%,5%,-7%,12%
O=C(NCCN1CCOCC1)c1ccc(CS(=O)(=O)Cc2ccccc2F)o1,4%,1%,0.2%,-1.1,-0.24,-0.38,0.45,-24%,1.5%,-14%,10%,4%
CC1=NN(c2nc(-c3ccccc3)cs2)C(=O)C1N=Nc1ccccc1 (centres undefined),2%,30%,1.0%,-0.33,-0.23,-0.06,0.18,-8%,-3.3%,-5%,-6%,1%
COC(=O)c1[nH]c2ccc(C)cc2c1NC(=O)CN1CCc2cc(OC)c(OC)cc2C1,4%,-7%,-0.2%,-0.43,-0.22,-0.18,0.87,-1%,11%,13%,9%,0%
Cc1cc(-c2csc(NC(=O)c3cccc(S(=O)(=O)N(C)C)c3)n2)c(C)n1-c1ccccc1,14%,30%,-0.2%,0.41,-0.17,1.1,-0.17,-16%,7.8%,36%,3%,-8%
COc1ccccc1Nc1nc(-c2c(C)[nH]c3ccccc23)cs1,1%,-16%,-0.1%,-0.62,-0.32,-0.58,0.97,-30%,7.9%,-38%,0%,2%
CC(C)Cn1c(=O)[nH]c(=O)c2c(C(F)(F)F)cc(-c3ccccc3)nc21,7%,27%,0.0%,0.9,-0.79,0.14,-0.62,-8%,5.5%,-50%,17%,11%
CCOCCCNC(c1ccccc1)c1ccncc1 (centres undefined),/,-6%,0.3%,/,/,/,/,-23%,0.8%,-29%[20 µM],/,4%
COc1ccc(CNC(=O)/C=C/c2ccc(OCCCF)cc2)cc1OC,-5%,15%,0.0%,1.1,-0.1,-0.35,-0.15,3%,4.5%,-27%,-7%,4%
O=C(CN(CC1CCCO1)C(=O)CNS(=O)(=O)c1ccccc1)NCc1ccccc1 (centres undefined),7%,6%,-0.1%,-0.99,-0.18,-0.14,0.37,2%,0.4%,-2%,0%,7%
CC(=O)c1sc(N)c(C(=O)OC(C)C)c1C,9%,16%,-0.3%,1.2,-0.24,-0.49,0.039,/,1.4%,-33%,6%,-16%
Cn1nc(C(C)(C)C)cc1C(=O)NCc1cc(F)cc2c1OCOC2,-1%,5%,0.2%,-0.19,-0.24,-0.34,0.3,24%,1.2%,8%,4%,36%
CCn1nc(C(=O)NNC(=O)COc2ccc(OC)cc2)c2ccccc2c1=O,6%,5%,0.9%,0.09,-0.25,0.087,0.36,-29%,-4.6%,1%,-13%,16%
O=C(O)c1c(Cl)c(Cl)c(Cl)c(Cl)c1C(=O)N1CCCCCC1,13%,-1%,-0.1%,1,0.45,0.55,-0.81,-39%,0.3%,-29%,7%,-6%
N#Cc1c(N2CCN(C(=O)c3ccco3)CC2)nc(-c2ccccc2)c2c1CCCC2,0%,14%,0.3%,-0.92,-0.078,-0.24,0.77,-9%,-1.1%,4%,-14%,18%
CC(NC(=O)C(=O)NN=C1CCCCCCCCCCC1)c1ccccc1 (centres undefined),3%,-2%,-0.3%,-0.1,-0.19,0.49,0.16,-6%,4.4%,8%,1%,8%
O=C1CC(N2CCN(c3ccc(F)cc3)CC2)C(=O)N1c1ccc2c(c1)OCO2 (centres undefined),1%,-2%,-0.1%,0.56,-0.24,0.4,-0.43,12%,-1.6%,1%,-7%,-12%
Cc1ccc(NC(=O)Nc2cccc(C(F)(F)F)c2)nc1,7%,10%,-0.1%,-0.45,-0.23,-0.22,0.97,-26%,-11%,-24%[20 µM],-4%,-24%
CCOc1ccc(C)cc1S(=O)(=O)n1nc(C)cc1C,1%,4%,0.2%,-0.97,-0.23,-0.43,0.75,-20%,1.4%,-2%,2%,22%
S=C(NCCc1ccccc1)N1CCCCC1,0%,-18%,0.2%,-0.067,-0.29,0.13,0.15,-32%,-3.3%,-15%,-6%,-49%
COc1cc(/C=N/NC(=O)c2cc(C)oc2C)ccc1OCc1ccccc1,/,-3%,0.7%,/,/,/,/,-10%,-2.1%,-29%,/,17%
Cc1ccc(Nc2nc3c([nH]2)c(=O)[nH]c(=O)n3C)cc1,0%,-4%,-0.1%,-0.6,-0.14,-0.2,0.57,-7%,1.1%,17%,-7%,5%
Cc1ccc(-n2c(N)c(C#N)c(-c3ccc(Cl)cc3)c(C#N)c2=O)cc1,3%,-1%,-0.1%,1.1,-0.18,0.31,-0.79,29%,-4.9%,9%,3%,20%
COc1ccc(S(=O)(=O)N2CCCC2)c(C)c1C,-1%,20%,-0.1%,-1.5,2.7,0.36,0.22,7%,-0.4%,18%,0%,22%
NC1=NC(=O)/C(=C/c2ccc(Br)cc2)S1,/,9%,0.0%,/,/,/,/,25%,-7.8%,-25%[20 µM],/,8%
O=C(NC1CCCCC1NC(=O)c1cccs1)c1cccs1 (centres undefined),0%,-10%,-0.1%,-0.82,1,0.057,0.33,-12%,4.1%,-26%,-2%,7%
CC(CN1CCCCC1)OC(=O)C(C)(c1ccccc1)c1ccccc1 (centres undefined),14%,18%,-0.1%,0.36,0.17,0.64,-0.7,-40%,0.7%,16%,-10%,-19%
Cc1noc(C)c1CSc1nc2[nH]ncc2c(=O)n1-c1ccccc1,5%,36%,0.2%,-0.031,-0.16,0.56,-0.063,-12%,-3.6%,-23%,16%,20%
COc1ccc(-n2c(SCC(=O)N3CCCCC3C)nnc2-c2cccnc2)cc1 (centres undefined),-4%,-10%,-0.2%,-0.56,-0.21,-0.0009,0.63,13%,1.5%,-20%,4%,3%
O=C(NCCOc1ccccc1)C1CCC(=O)N(CCc2ccc(Cl)cc2)C1 (centres undefined),/,3%,1.3%,/,/,/,/,-3%,2.0%,4%,/,7%
CC(=O)Nc1ccc(NC(=O)Nc2cccc(C)c2C)cc1,2%,15%,-0.2%,0.13,-0.27,0.12,0.75,-14%,2.8%,4%,12%,-5%
COC(=O)C1=CN(Cc2ccccc2)C=C(C(=O)OC)C1c1cc(F)ccc1F,/,5%,0.4%,/,/,/,/,-9%,0.5%,29%,/,-14%
COC(=O)N/N=C/c1ccc(OC(=O)c2ccco2)c(OC)c1,1%,9%,-0.2%,-0.15,-0.29,-0.049,0.9,-10%,2.1%,-22%,5%,6%
CCc1ccc(-c2cc(C(=O)N3N=C(C(F)F)CC3(O)C(F)F)c3ccccc3n2)cc1 (centres undefined),-8%,11%,0.0%,-0.072,-0.2,0.25,-0.31,-32%,-1.4%,-4%,2%,-36%
CCCCN(C)C(=O)c1nc2ccccn2c1CN1CCSCC1,6%,4%,-0.1%,-0.71,-0.18,-0.31,1.1,-17%,/,-3%[20 µM],-1%,18%
O=C(CCc1ccccc1)N1CCN(c2ccc([N+](=O)[O-])cc2)CC1,19%,18%,0.2%,-0.49,-0.39,-0.76,1.3,-30%,-1.3%,-28%,16%,3%

No new results follow: 2 of the compounds above.
molecule,P. falciparum M1AAP,AID2073,GPR55 beta-arrestin,Dynein transport,Dynein transport cytoplasmic EGFP,Dynein transport nuclear GR-EGFP,Dynein transport cell count,NOD1 NF-kB reporter,KOR beta-arrestin-1,KOR beta-arrestin-2,M17LAP inhibition,NOD2 inhibition
CCn1nc(C(=O)NNC(=O)COc2ccc(OC)cc2)c2ccccc2c1=O,6%,5%,0.9%,0.09,-0.25,0.087,0.36,-29%,-4.6%,1%,-13%,16%
O=C(O)c1c(Cl)c(Cl)c(Cl)c(Cl)c1C(=O)N1CCCCCC1,13%,-1%,-0.1%,1,0.45,0.55,-0.81,-39%,0.3%,-29%,7%,-6%

Taken from above:
`CC(CN1CCCCC1)OC(=O)C(C)(c1ccccc1)c1ccccc1` (centres undefined) @ GPR55 beta-arrestin: -0.1%
`O=C(NC1CCCCC1NC(=O)c1cccs1)c1cccs1` (centres undefined) @ NOD2 inhibition: 7%

High-throughput results as filed in PubChem.
